HCV NS3 hel inh = blocks Hepatitis C virus NS3 helicase unwinding; NS3 helicase DNA unwinding, Cy5 molecular beacon fluorescence; inhibition, % at 10.9 µM; 0.56% of 290,000 active;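 active = inhibition above the mean of all tested compounds plus 3 SD, set per campaign, cut at about 35% in these data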;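 also: 0% = DMSO wells and 100% = thioflavine S control wells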
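Test system: hepatitis C virus NS3 helicase domain fragment enzyme. Also added: annealed dual-labelled DNA beacon duplex, ATP-started. Timing: 60 min unwinding reaction at 25 °C after ATP addition. Technique: Cy5 fluorescence. Measure: % inhibition of unwinding.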
DNA FID counter = displaces DNA intercalator in HCV helicase counter-screen; 0.17% of 290,000 active; inhibition, % at 7.9 µM; DNA fluorescent intercalator displacement, fluorescence; in the data active = inhibition above about 37%;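 also: 0% = vehicle and 100% = reference compound; higher means more ethidium bromide displaced from hairpin DNA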
MEKK3 PB1 HTS = raises or lowers MEK5 binding to the human MEKK3 PB1 domain. Q99759. bead-based flow cytometry, Alexa488-MEK5 binding to MEKK3; actives lie on both sides; 0 = blocked by unlabeled MEK5, 100 = vehicle. binding response (% of control), % at 10 µM. 1.4% of 290,000 active. AID 1529;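 active = binding response more than 3 SD above or below the average of its plate-row segment, actives on both sides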;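 also: Alexa488 bead fluorescence after subtracting the streptavidin-only scavenger bead signal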
Target sequence (Q99759 whole entry, looked up, the tested form may be a part): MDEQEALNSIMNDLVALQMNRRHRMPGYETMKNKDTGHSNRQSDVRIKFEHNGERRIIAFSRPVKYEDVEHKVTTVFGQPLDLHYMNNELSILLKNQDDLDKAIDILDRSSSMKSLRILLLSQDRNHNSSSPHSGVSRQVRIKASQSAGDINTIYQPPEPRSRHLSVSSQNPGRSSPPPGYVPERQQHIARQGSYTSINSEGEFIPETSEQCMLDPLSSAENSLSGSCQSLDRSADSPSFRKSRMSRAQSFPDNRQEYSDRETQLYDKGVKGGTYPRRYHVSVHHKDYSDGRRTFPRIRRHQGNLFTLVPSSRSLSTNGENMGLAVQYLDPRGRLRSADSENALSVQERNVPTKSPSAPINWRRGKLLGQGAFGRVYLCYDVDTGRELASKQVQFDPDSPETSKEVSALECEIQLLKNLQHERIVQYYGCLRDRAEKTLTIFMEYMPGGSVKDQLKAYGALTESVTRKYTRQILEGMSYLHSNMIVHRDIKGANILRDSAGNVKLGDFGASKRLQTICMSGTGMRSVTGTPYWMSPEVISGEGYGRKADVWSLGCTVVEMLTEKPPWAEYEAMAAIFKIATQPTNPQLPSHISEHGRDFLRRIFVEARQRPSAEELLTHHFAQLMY
MEKK2 mut-MEK5 = signal of MEK5 binding to mutant human MEKK2 PB1 domain; 0.35% of 290,000 active; percent response, % at 10 µM; bead flow cytometry, Alexa488-MEK5 binding to MEKK2 mutant; in the data active = percent response above about 24%, passing the limit was not always enough; also: inactives centre near 1; some results filed as inactive read as strong as hits; reference of the scale not given here
MEKK2wt PB1 HTS = raises or lowers MEK5 binding to wildtype human MEKK2 PB1 domain; 1.1% of 290,000 active; binding response (% of control), % at 10 µM; bead flow cytometry, Alexa488-MEK5 binding to MEKK2 WT; actives lie on both sides; in the data active = binding response below about 67% or above about 130%
CRFR2-BP ag = CRF-BP/CRF-R2 complex agonism; activation, % at 13.2 µM; HEK293 CRF-R2/CRF-BP, calcium dye fluorescence (FLIPR); percent of saturating CRF peptide response; 0.46% of 350,000 active; AID 588473;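 active = activation of at least 50%, plus an integration ratio under a set limit after plate pattern correction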;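 also: plate controls were neutral control wells without compound for no effect and CRF at EC100 for full effect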
CRFBP-R2 block = CRF-BP/CRF-R2 complex antagonism | 0.59% of 350,000 active | HEK293 CRF-R2/CRF-BP, CRF-induced calcium fluorescence | inhibition, % at 11.8 µM;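 active = inhibition of the ligand-induced calcium signal above about 50% at the single tested concentration, limit read from the data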
GalR3 antagonist = blocks the human galanin receptor 3; O60755; HEK293 GalR3-CNG cAMP membrane potential fluorescence; galR3 body fused to GalR1 C-terminus; inhibition, % at 3 µM; 0.44% of 360,000 active;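 active = inhibition above the screen-wide average plus 3 SD, cut at about 13% in these data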;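 also: forskolin and galanin both at EC90 stimulate the cells; cAMP rise reported by CNG channel membrane potential dye signal; 0% = forskolin plus galanin with DMSO and 100% = forskolin alone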
Target sequence (O60755 1-299 limits assumed): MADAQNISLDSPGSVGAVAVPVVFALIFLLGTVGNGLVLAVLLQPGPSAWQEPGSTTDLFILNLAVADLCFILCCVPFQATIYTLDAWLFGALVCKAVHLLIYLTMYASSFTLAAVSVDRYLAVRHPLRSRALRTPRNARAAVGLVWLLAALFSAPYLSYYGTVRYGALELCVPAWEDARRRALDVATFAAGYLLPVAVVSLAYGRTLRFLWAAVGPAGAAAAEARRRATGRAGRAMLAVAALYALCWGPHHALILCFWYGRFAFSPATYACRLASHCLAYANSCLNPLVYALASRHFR
UBC9 SUMO inh = inhibitors of human SUMOylation (UBC9); 0.36% of 290,000 active; inhibition, % at 35 µM; HTRF SUMOylation assay, SAE1/SAE2 + UBC9, in vitro; in the data active = inhibition above about 50%, passing the limit was not always enough; also: strong numbers were not always called active
Target sequence (P63279 whole entry, looked up): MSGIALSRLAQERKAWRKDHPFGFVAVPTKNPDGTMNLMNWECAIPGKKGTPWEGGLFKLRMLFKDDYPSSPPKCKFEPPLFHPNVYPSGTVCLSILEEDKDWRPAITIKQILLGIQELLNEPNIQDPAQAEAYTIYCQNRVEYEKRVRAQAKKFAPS
The depositor's hits bear a star; / = not tested or not shown; [ ] = another dose, or the depositor's remark. An excerpt; the hit share may differ from the screen's.

SMILES	HCV NS3 hel inh	DNA FID counter	MEKK3 PB1 HTS	MEKK2 mut-MEK5	MEKK2wt PB1 HTS	CRFR2-BP ag	CRFBP-R2 block	GalR3 antagonist	UBC9 SUMO inh
CC(=C1C(=O)c2ccccc2C1=O)N1CCN(Cc2ccccc2)CC1	-6.7	-4.5	96.0	2.0	99.0	-1.5	19.2	-0.1	-2.8
COc1ccc(CNC(=O)CN(C)S(=O)(=O)c2ccc(Cl)cc2)cc1	3.4	-9.9	103.0	1.0	100.0	-2.4	2.4	-3.2	11.2
Cc1c(CCC(=O)O)c(=O)oc2cc(OCc3ccc(Br)cc3)ccc12	28.7	-29.2	108.0	6.0	105.0	-0.1	6.7	-7.7	17.5
O=C(CSCc1ccc(Cl)cc1)N1CCOCC1	6.8	0.9	94.0	-2.0	84.0	-2.6	6.2	5.9	-6.3
CS(=O)(=O)N1CCc2cc(C(=O)N3CCOCC3)ccc21	0.0	-1.1	102.0	1.0	101.0	1.2	22.2	1.9	21.2
CCOc1ccc(CCNC(=O)Cn2nc(C)n3cccc3c2=O)cc1OCC	5.6	-22.6	98.0	3.0	100.0	0.1	-4.9	/	16.3
CCCOc1cccc(C(=O)Nc2nnn(CCC)n2)c1	-0.7	-8.9	104.0	2.0	107.0	-0.8	-20.2	-7.0	-2.7
Cc1c(C(=O)N(C)C(C)c2ccncn2)oc2c(F)cccc12 (centres undefined)	-3.6	-15.2	100.0	0.0	102.0	-1.2	2.9	-6.7	5.6
COc1cc([N+](=O)[O-])cc2sc(NC(=O)c3c(F)cccc3F)nc12	-47.0	0.3	102.0	-7.0	94.0	5.1	18.0	-4.7	8.3
COc1cc(NC(=O)Cc2ccc(F)cc2)cc(OC)c1OC	-7.8	-8.2	98.0	-13.0	95.0	-0.4	-15.0	-3.4	16.3
O=C(O)C(Cc1ccc(O)cc1)N1C(=O)c2ccccc2C1=O (centres undefined)	13.6	2.7	103.0	3.0	105.0	-0.5	-2.2	-12.5	-15.5
Cc1cccc(N2CC(c3nc4ccccc4[nH]3)CC2=O)c1 (centres undefined)	8.8	-8.3	105.0	4.0	104.0	2.9	-16.2	-1.6	4.1
CSc1nsc(SCC(=O)Nc2cc(C(=O)O)ccc2C)n1	30.5	-20.1	92.0	-10.0	94.0	-1.1	7.2	-3.1	3.0
NC(=O)C1CCN(C(=O)COc2ccc(S(=O)(=O)NC3CCCC3)cc2)CC1	9.0	-6.8	101.0	3.0	104.0	2.1	-3.2	-9.9	10.2
CCN(CC)c1ccc(/C=N/NC(=O)c2ccc3nc[nH]c3c2)c(O)c1	-6.0	-7.6	88.0	-25.0	92.0	-0.9	-9.0	/	-82.5
CCOC(=O)c1c(C)[nH]c(C(=O)OCC(=O)NC(C)(C)C)c1C	10.3	-21.5	68.0	-10.0	79.0	1.3	4.4	-0.7	3.7
CCOc1ccc2nc(N3CCCC(C(=O)NCCCN4C(C)CCCC4C)C3)sc2c1 (centres undefined)	-18.1	27.4	99.0	6.0	122.0	-1.3	18.9	-0.6	2.4
O=c1cc(N2CCC(Cc3ccccc3)CC2)[nH]c(=O)n1C1CCCCC1	-4.0	-2.0	84.0	-7.0	93.0	1.1	-20.7	-2.5	-15.4
CC1CN(C(=O)CSc2nnc3c(Cl)cc(Cl)cn23)CC(C)O1 (centres undefined)	-1.6	-6.5	109.0	7.0	111.0	-3.5	13.5	-1.6	4.5
C/C(=C\C(=O)c1c(O)cc(C)oc1=O)N(C)C	12.6	-12.0	105.0	-8.0	105.0	-1.0	2.0	-5.4	9.4
COc1cccc(CCc2nnc(CCC(=O)N3CCN(Cc4ccccn4)CC3)o2)c1	-14.6	-13.8	104.0	3.0	102.0	-1.1	1.0	-3.7	-10.2
O=C1OCc2ccc(NS(=O)(=O)c3ccc(C(F)(F)F)cc3)cc21	9.6	-3.4	98.0	-12.0	100.0	-2.7	-3.5	-4.2	-2.5
Cc1nc([N+](=O)[O-])cn1CC(O)c1ccccc1 (centres undefined)	-4.3	-0.9	100.0	-4.0	97.0	-0.4	-4.9	-3.0	1.7
CC1CCN(C(=O)CSc2nc3ccccc3c(=O)n2Cc2ccc3c(c2)OCO3)CC1	-4.7	-17.5	96.0	-6.0	91.0	0.6	-1.8	-5.4	-20.2
O=C(c1cccs1)N1CCN(C23CC4CC(CC(C4)C2)C3)CC1	0.4	-5.8	101.0	0.0	100.0	-1.6	-15.8	-2.6	17.0
CCOC(=O)N1CCN(C(=O)C2CCN(S(=O)(=O)CC)CC2)CC1	1.1	-3.6	103.0	7.0	105.0	0.1	8.4	-0.5	-7.0
Cc1ccc(Cn2c(SCC(=O)NCc3ccco3)nc3ccsc3c2=O)cc1	3.1	-8.1	95.0	1.0	98.0	-1.9	-1.7	-3.6	1.7
CCCCN(CC)CCCNC(=O)c1ccc(CSc2nc3ccncc3[nH]2)cc1	2.1	12.9	101.0	1.0	104.0	0.4	4.5	-2.2	9.6
CC(C)(C)C(=O)NNc1nc(-c2ccccc2)c2cc(Br)ccc2n1	-3.8	-32.1	106.0	15.0	114.0	-2.4	-32.7	-4.1	2.0
CC(C)(CNc1ccc(S(=O)(=O)C(F)(F)F)cc1[N+](=O)[O-])N1CCOCC1	-6.1	-18.9	104.0	1.0	104.0	2.3	6.3	2.4	7.5
O=C1c2ccccc2S(=O)(=O)N1Cc1nnc(-c2ccccc2Br)o1	-12.7	-7.4	88.0	1.0	99.0	-6.3	-13.8	-1.4	8.5
CC(=O)C1=C(O)C(=O)N(c2nccs2)C1c1ccc(Br)cc1 (centres undefined)	5.6	-6.1	105.0	0.0	101.0	4.4	16.8	8.8	22.8
Cc1ccc(/C=N/NC(=O)CNC(=O)COc2ccccc2)cc1	1.9	-8.6	105.0	20.0	120.0	-0.2	-16.5	-2.5	14.0
COc1ccc(/C(C)=N/NS(=O)(=O)c2cc(C)ccc2C)c(OC)c1	-14.2	0.5	95.0	-9.0	93.0	-0.6	-5.2	-5.1	19.6
Nc1nnc(SCC(=O)N2CCN(c3ccccc3)CC2)n1-c1ccccc1	-8.3	-9.0	117.0	5.0	108.0	-1.6	21.8	-1.2	1.8
COc1ccccc1C(=O)NC1CC(C)(C)NC(C)(C)C1	7.3	2.6	105.0	8.0	111.0	-0.2	10.6	-9.7	3.7
O=C(NC1CCCC1)C(c1ccc(Cl)cc1)N(Cc1ccc(F)cc1)C(=O)CCl (centres undefined)	4.5	-22.0	96.0	-1.0	97.0	0.4	-13.5	/	-1.7
O=C(NCC1CCCO1)c1nn2cccnc2c1Cl (centres undefined)	-2.1	10.6	105.0	7.0	106.0	0.7	11.4	3.6	22.9
Cc1cc(NC(=O)CS(=O)(=O)c2ccc(Cl)cc2)no1	3.2	1.7	98.0	4.0	101.0	-0.8	-1.8	-7.0	/
CCCn1c(N2CCN(CC(=O)c3c[nH]c4ccccc34)CC2)nc2c1c(=O)[nH]c(=O)n2C	0.6	-9.0	102.0	4.0	107.0	-1.5	-5.8	-2.9	-16.6

The closing 4 entries of the section above are carried over, then new ones follow:
SMILES	HCV NS3 hel inh	DNA FID counter	MEKK3 PB1 HTS	MEKK2 mut-MEK5	MEKK2wt PB1 HTS	CRFR2-BP ag	CRFBP-R2 block	GalR3 antagonist	UBC9 SUMO inh
O=C(NC1CCCC1)C(c1ccc(Cl)cc1)N(Cc1ccc(F)cc1)C(=O)CCl (centres undefined)	4.5	-22.0	96.0	-1.0	97.0	0.4	-13.5	/	-1.7
O=C(NCC1CCCO1)c1nn2cccnc2c1Cl (centres undefined)	-2.1	10.6	105.0	7.0	106.0	0.7	11.4	3.6	22.9
Cc1cc(NC(=O)CS(=O)(=O)c2ccc(Cl)cc2)no1	3.2	1.7	98.0	4.0	101.0	-0.8	-1.8	-7.0	/
CCCn1c(N2CCN(CC(=O)c3c[nH]c4ccccc34)CC2)nc2c1c(=O)[nH]c(=O)n2C	0.6	-9.0	102.0	4.0	107.0	-1.5	-5.8	-2.9	-16.6
OCCC1CN(CC2CCCCC2)CCN1C1CCCC1 (centres undefined)	-0.6	0.9	105.0	5.0	110.0	0.6	2.7	-9.9	12.8
CCC(=O)N1c2ccc(S(=O)(=O)N3CCOCC3)cc2CC1C (centres undefined)	-10.9	-10.0	106.0	6.0	112.0	4.7	-6.5	-0.1	18.7
CC(C)OCCCNc1ncnc2c1[nH]c1ccc(F)cc12	-0.1	-1.3	96.0	-1.0	97.0	7.7	27.7	-3.1	0.1
CC(C)=C1SC(N2CCOCC2)=NC1=O	-8.8	-0.9	96.0	0.0	100.0	1.1	-15.9	-1.4	5.2
CCOC(=O)c1[nH]c2ccc(OC)cc2c1NC(=O)CN1CCc2ccccc2C1	-7.4	-31.2	105.0	3.0	102.0	2.4	-21.9	4.7	-1.5
COC(=O)COc1ccc(NC(=O)C2CCCO2)cc1 (centres undefined)	14.0	-0.3	105.0	5.0	104.0	3.0	3.6	-2.5	22.8
CCOC(=O)COc1ccc(Br)cc1/C=C/c1[nH]c(=O)[nH]c(=O)c1[N+](=O)[O-]	18.8	-16.3	102.0	-33.0	72.0	2.2	-15.5	-0.6	-4.2
CC(=O)CC(=O)Nc1ccc(Cl)cn1	-13.3	-4.6	97.0	-6.0	90.0	-0.5	16.9	-3.5	3.1
COc1ccc(CCN2C(=O)N(c3ccc(OC)cc3)C(=O)C2CC(=O)Nc2ccc(OC)cc2)cc1 (centres undefined)	-3.8	-11.2	68.0	-8.0	74.0	-0.7	-5.1	-0.1	-28.8
CCCc1cc(=O)n2nc(N3CCC(C(=O)NCc4ccco4)CC3)sc2n1	2.9	-27.4	100.0	2.0	100.0	-0.2	-1.5	3.9	4.8
Cc1ccnc(NC(=O)c2sc3ccccc3c2Cl)c1	-3.6	-6.0	104.0	-2.0	99.0	1.5	3.4	3.3	0.1
c1ccc2c(c1)nc(-c1ccncc1)n1nnnc21	3.0	0.7	91.0	-5.0	95.0	0.4	-8.2	-4.9	-18.5
Cc1cc(C)cc(CC2CC(=O)N(c3cc(C)ccc3C)C2=O)c1 (centres undefined)	-5.0	-30.2	91.0	-5.0	89.0	-4.0	3.3	-2.9	-10.0
O=C(NCc1ccco1)C(c1ccncc1)N(CCC1=CCCCC1)C(=O)Cn1nnc2ccccc21 (centres undefined)	16.6	-19.8	96.0	-3.0	101.0	-1.6	1.8	-4.6	6.4
CC1(C)CC(N2CCOCC2)=CC(=[N+]2CCOCC2)C1	-5.3	5.5	109.0	-1.0	106.0	-0.3	12.8	-5.9	3.9
COc1ccc(OC)c(C(=O)CSc2nnc(Cc3cccs3)n2CCc2ccccc2)c1	-27.5	-35.4	82.0	-2.0	83.0	-0.4	13.1	-1.4	-0.6
CCCc1nnc(SCC(=O)NC2CC2)n1CC	2.2	-1.4	103.0	5.0	104.0	-4.0	45.9	-6.6	-16.6
Cn1c(=O)cc(OCCCC(=O)NCc2cccnc2)c2ccccc21	-0.3	-19.0	48.0*[inhibitor]	-16.0	51.0	-0.3	-4.9	-5.4	15.2

Fetched by structure from the entries so far, two records:
SMILES	HCV NS3 hel inh	DNA FID counter	MEKK3 PB1 HTS	MEKK2 mut-MEK5	MEKK2wt PB1 HTS	CRFR2-BP ag	CRFBP-R2 block	GalR3 antagonist	UBC9 SUMO inh
CC(C)OCCCNc1ncnc2c1[nH]c1ccc(F)cc12	-0.1	-1.3	96.0	-1.0	97.0	7.7	27.7	-3.1	0.1
CC1(C)CC(N2CCOCC2)=CC(=[N+]2CCOCC2)C1	-5.3	5.5	109.0	-1.0	106.0	-0.3	12.8	-5.9	3.9
